# NALP1 yeast inh: blocks the NALP1 inflammasome reconstituted in yeast; S. cerevisiae NALP1/ASC/caspase-1 growth, X-gal OD620, 72 h; inhibition, % at 10 µM; hit rate 0.61% among 280,000; in the data active = inhibition mostly above about 24%, no sharp cut-off; inactive = mostly below about 32%; also: some compounds called inactive have numbers as strong as hits
# PfM18AAP inh: blocks P. falciparum M18 aspartyl aminopeptidase; hit rate 1.2% among 290,000; recombinant PfM18AAP, H-Glu-NHMec fluorogenic cleavage; AID 1822; inhibition, % at 7.35 µM;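 active = inhibition above the campaign mean inhibition over all tested compounds plus 3 SD, cut at about 28% in these data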;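 also: 0% = plate median of test compound wells and 100% = 2 mM ZnCl2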
# NS3 helicase inh: blocks Hepatitis C virus NS3 helicase unwinding; hit rate 0.56% among 290,000; AID 1800; NS3 helicase DNA unwinding, Cy5 molecular beacon fluorescence; inhibition, % at 10.9 µM;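 active = inhibition above the mean of all tested compounds plus 3 SD, set per campaign, cut at about 35% in these data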;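 also: 0% = DMSO wells and 100% = thioflavine S control wells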
#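 Assay system – hepatitis C virus NS3 helicase domain fragment enzyme · Buffer or medium – MOPS pH 6.5, MgCl2, DTT, Tween20, BSA · Reagent – Cy5/quencher beacon DNA duplex and ATP to start · Compound – single 10.9 µM dose · Timing – 1 h at 25 °C · Technique – Cy5 beacon fluorescence read at start and 1 h · Measure – % inhibition of unwinding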
# MEKK2wt PB1 HTS: raises or lowers MEK5 binding to wildtype human MEKK2 PB1 domain. Q9Y2U5. bead flow cytometry, Alexa488-MEK5 binding to MEKK2 WT; actives lie on both sides. binding response (% of control), % at 10 µM. hit rate 1.1% among 290,000. AID 1531; in the data active = binding response below about 67% or above about 130%
# DNA FID counter: counter-screen for HCV NS3 helicase inhibitors: DNA intercalator displacement. AID 1845. hit rate 0.17% among 290,000. inhibition, % at 7.9 µM. DNA fluorescent intercalator displacement, fluorescence; in the data active = inhibition above about 37%;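 also: 0% = vehicle and 100% = reference compound; higher means more ethidium bromide displaced from hairpin DNA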
# MEKK2mut PB1 HTS: signal of MEK5 binding to mutant human MEKK2 PB1 domain. bead flow cytometry, Alexa488-MEK5 binding to MEKK2 mutant. percent response, % at 10 µM. hit rate 0.35% among 290,000. AID 1530; in the data active = percent response above about 24%, passing the limit was not always enough; also: inactives centre near 1; some results filed as inactive read as strong as hits
# VIM-2 inh: inhibitors of Pseudomonas aeruginosa VIM-2 metallo-beta-lactamase | inhibition, % at 5.6 µM | purified VIM-2, nitrocefin hydrolysis, epi-absorbance fluorescence | hit rate 0.89% among 290,000;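 active = inhibition above the mean of all tested compounds plus 3 SD, cutoff set per screening run, cut at about 7.5% in these data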;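 also: red hydrolysis product quenches plate fluorescence so inhibitors raise well fluorescence; 0% = enzyme with DMSO and 100% = DMSO without enzyme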
# IMP-1 inhibitor: inhibitors of Pseudomonas aeruginosa IMP-1 metallo-beta-lactamase. purified IMP-1, nitrocefin hydrolysis, epi-absorbance fluorescence. hit rate 0.45% among 290,000. inhibition, % at 5.6 µM;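 active = inhibition above the mean plus 3 SD of all compounds in the same screening run, cut at about 4.5% in these data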;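 also: 0% = IMP-1 with DMSO and 100% = DMSO wells lacking enzyme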
#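 Test system: recombinant IMP-1 enzyme, purified / Medium: HEPES buffer pH 7.1 with ZnSO4 and Brij 35 / Doses: single dose, 5.6 µM / Times: 25 °C, 15 min preincubation, 25 min reaction / Detection: Epi-absorbance via hydrolysed-nitrocefin quenching of white-plate fluorescence, 480/530 nm, EDTA stop / Evaluation: percent inhibition from optical density relative to buffer-blank wells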
# SUMO HTRF inh: blocks human SUMOylation mediated by UBC9. P63279. inhibition, % at 35 µM. HTRF SUMOylation assay, SAE1/SAE2 + UBC9, in vitro. hit rate 0.36% among 290,000; in the data active = inhibition above about 50%, passing the limit was not always enough; also: strong numbers were not always called active
# Target sequence (P63279 whole entry, looked up): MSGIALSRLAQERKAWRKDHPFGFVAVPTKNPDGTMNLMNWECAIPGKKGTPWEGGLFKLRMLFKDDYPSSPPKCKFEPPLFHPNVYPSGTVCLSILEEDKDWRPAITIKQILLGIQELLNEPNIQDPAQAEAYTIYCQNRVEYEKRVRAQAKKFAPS
# Numbers without * were called inactive; · = not tested or not shown.
# Values run as follows: NALP1 yeast inh	PfM18AAP inh	NS3 helicase inh	MEKK2wt PB1 HTS	DNA FID counter	MEKK2mut PB1 HTS	VIM-2 inh	IMP-1 inhibitor	SUMO HTRF inh
- COc1cc(-c2nc3ccccn3c2N)ccc1O
  -20	18	19	107	-2	6	-1.2	-1.9	14
- CCn1c(SCC(=O)Nc2ccccc2OC)nc2ccccc2c1=O
  -13	2	1	105	-8	5	-3.8	-3.4	5
- O=C(Nc1cc(=O)[nH]c2ncnn12)c1ccc(Cl)cc1Cl
  -31	0	6	92	2	-8	-2.9	-3.0	3
- O=C(O)C1CCCC2CN3CCc4c([nH]c5ccccc45)C3C(O)C21 (stereo not drawn)
  10	28*	1	97	-3	3	-1.1	-4.8	20
- COc1ccc(NC(=O)CSc2nc3ccccc3c(=O)n2CCNC(C)=O)c(OC)c1
  -1	-3	-3	102	-7	0	-1.2	-3.5	2
- CCn1c(SCc2nc3sc(C(=O)O)c(C)c3c(=O)[nH]2)nnc1-c1ccc(Cl)cc1
  -2	5	10	105	-31	7	-2.7	-3.3	13
- O=C(C[n+]1ccc(-c2cc(C(=O)Nc3cccc(C(F)(F)F)c3)c3ccccc3n2)cc1)c1cccc([N+](=O)[O-])c1
  -6	0	-49	158*	18	46	-2.7	-1.0	-14
- COCc1cc(C)nc(NCCc2ccccc2)c1C#N
  26	-3	-3	101	-8	3	-3.3	-7.0	17
- COc1ccc(NC(=O)CN(C)C(=O)c2ccc(-c3cccc(C(F)(F)F)c3)o2)cc1
  14	3	-11	105	-34	8	-2.7	-2.3	-2
- COc1cc(NC(=S)N2CCN(C)CC2)cc(OC)c1
  13	3	33	99	0	-1	1.8	-1.0	9

# Results in MEKK2mut PB1 HTS, VIM-2 inh and NALP1 yeast inh, for 2 of the compounds above:
Molecule,MEKK2mut PB1 HTS,VIM-2 inh,NALP1 yeast inh
COc1cc(NC(=S)N2CCN(C)CC2)cc(OC)c1,-1,1.8,13
O=C(Nc1cc(=O)[nH]c2ncnn12)c1ccc(Cl)cc1Cl,-8,-2.9,-31

# Further structures follow.
# Values run as follows: NALP1 yeast inh	PfM18AAP inh	NS3 helicase inh	MEKK2wt PB1 HTS	DNA FID counter	MEKK2mut PB1 HTS	VIM-2 inh	IMP-1 inhibitor	SUMO HTRF inh
- Cc1cccc(NC(=S)N/N=C2/CCCCc3ccccc32)c1
  22	-8	-7	105	-10	11	-2.7	-2.6	-60
- CCC(CC)C(=O)Nc1cc([N+](=O)[O-])ccc1F
  18	-11	1	97	-4	-1	-2.1	-0.8	-13
- COc1ccc(CCNC(=O)c2cc3c(=O)n4ccccc4nc3n(CCCN3CCOCC3)c2=N)cc1
  11	5	-17	101	48*	0	10*	-3.6	10
- Cn1c(=O)n(C)c2cc(/C=N/n3cnnc3)ccc21
  -6	25	8	91	-4	-3	15*	-3.5	11
- O=C(CSc1ncnc2sc3c(c12)CCCC3)c1ccccc1
  5	-2	6	112	-1	2	-2.3	0.1	7
- Cc1ccc(-n2c(SCC(=O)NCc3ccco3)nnc2-c2cccnc2)c(C)c1
  ·	-4	4	103	-25	-2	-2.9	-1.7	·
- COc1ccc2c(c1)C(C)CC(C)(C)N2C(=O)CSc1nc2ccccc2s1 (stereo not drawn)
  -3	-14	14	·	-28	·	-0.9	-3.6	-4
- O=C(COc1c(Br)cc(Br)cc1Br)N/N=C/c1ccco1
  18	-3	7	97	-23	-6	0.6	-0.8	11
- CN(CCC1CCOCC1)C(=O)C1CCC(=O)N(CCc2ccccc2)C1 (stereo not drawn)
  9	-8	2	109	-21	8	-1.4	-1.3	9
- COc1ccc(OC)c(NC(=O)CSc2nc3cccnc3n2C)c1
  14	3	-6	101	-21	-3	-1.2	-5.8	2
- Cn1cccc1/C=C1\SC(=O)N(CC(=O)Nc2ccc(Cl)cc2)C1=O
  -6	-18	-6	101	3	1	0.3	-1.4	17
- CCCCC(=O)Nc1cccc(-c2cn3ccsc3n2)c1
  3	-10	-11	104	-10	6	-0.2	-2.6	2
- CC(c1ccccc1)C1C(C#N)=C(N)OC2=C1C(=O)CC(C)(C)C2 (stereo not drawn)
  -23	4	-7	98	-15	0	-3.1	0.2	-2
- COc1ccccc1C(=O)NC(=S)N1CCc2ccccc21
  -5	4	4	103	-7	-1	-1.5	-1.8	20
- COc1ccc2c(c1OC)C(=O)N1C2SC[C@H]1C(=O)NC1CCCC1 (stereo partly drawn)
  9	-13	7	102	-15	1	-1.0	-2.8	20
- CCOc1cc(C2Nc3cccc4cccc(c34)N2)ccc1O
  2	7	3	91	-1	-6	-4.1	-3.4	30
- CCc1nnc(NC(=O)C23CC4CC(CC(C4)C2)C3)s1
  9	1	1	105	-24	4	0.1	-2.8	-4
- O=C(Nc1cc(C(F)(F)F)ccc1F)C1CCCCC1
  -5	4	-3	80	-2	-18	-1.6	-2.1	12
- CN=C(NC(=O)Nc1c(C)cccc1C)NC(=O)Nc1c(C)cccc1C
  9	-3	5	99	8	-4	-0.7	-0.5	5
- CN(Cc1ccccc1)c1nc(CN2CCOCC2)nc2scc(-c3ccccc3)c12
  18	1	-32	100	-9	0	-5.1	-3.7	2
- Cc1cccc(N2CCN(C(=O)CS(=O)(=O)Cc3nc(-c4ccccc4F)oc3C)CC2C)c1 (stereo not drawn)
  22	2	-16	111	-19	4	0.4	0.5	15
- CCN(CC(=O)Nc1ccc(NC(C)=O)cc1)C(=O)Cc1ccccc1F
  20	-17	-17	95	-11	-4	-2.2	-1.3	9
- CC(C)(C)CN1CCC(Oc2cccc(C(=O)NCCCOc3cccnc3)c2)CC1
  20	3	8	102	4	0	-0.8	-2.0	-22
- Cc1nc(CC(=O)N2CCN(S(=O)(=O)c3ccccc3C#N)CC2)cs1
  17	-7	5	101	3	-2	-0.9	-2.9	0
- Cc1c2ccccc2nc2c(F)c(NC(C)C)c(F)c(F)c12
  24	3	44*	99	-15	0	2.3	0.8	12
- O=S(=O)(Nc1cccc2c1ccc1cccn12)c1cccs1
  3	-5	17	106	-11	2	0.5	-1.6	20
- CSCC(=O)Nc1nc(-c2ccc3c(c2)OCCO3)cs1
  -8	6	-7	104	-11	7	-1.5	-3.7	8
- Cc1ccc(N(Cc2ccc([N+](=O)[O-])cc2)C(=O)c2ccco2)cc1
  5	6	-7	101	-18	1	-3.8	-1.8	-10
- CCCCn1nc2cc(C(=O)NCc3ccc(C(F)(F)F)cc3C(F)(F)F)ccc2c1OCC
  6	-6	2	99	-10	2	-1.3	-2.8	-13
- Clc1ccc(-n2nnc(-c3nccs3)n2)cc1Cl
  5	5	1	97	-2	0	-2.0	-2.6	3
- CN(C)c1ccc(C(=O)OCC(=O)NC2CCCCCC2)cc1
  11	4	4	103	-18	-2	-3.4	-4.3	15
- Cc1ccc(NCC(=O)N/N=C/c2ccc(OC(=O)c3ccco3)cc2)cc1
  12	1	-5	100	-7	2	-1.8	-0.9	3
- O=C(COC(=O)c1ccco1)NCc1ccccc1Cl
  -3	-2	2	87	-8	-12	-1.8	-2.6	-5
- O=C1CC(N2CCCCCC2)C(=O)N1c1ccc(F)cc1 (stereo not drawn)
  37*	-17	1	103	-2	-1	-1.1	-2.0	10
- CC(C)COc1ccc(-c2nnn(CC(=O)N3CCCC3)n2)cc1
  4	-3	4	89	-4	-5	-1.8	-3.9	-2
- Cc1cccc(NC(=O)c2ccc(NC(=O)c3ccccc3Br)cc2)c1
  17	4	-4	94	-13	-8	0.4	1.2	·
- O=C(Cc1cccc2ccccc12)Nc1nc2ccccc2[nH]1
  17	-1	-3	92	-7	-2	-5.7	-6.6	21
- CCOc1cccc(C(=O)Nc2cccc(-c3nnc(-c4ccccc4)o3)c2)c1
  8	-7	2	108	23	2	-0.1	-2.8	8
- COc1cccc(NC(=O)Nc2nc(SC(C)(C)C)ns2)c1
  0	4	-1	115	-10	5	-1.4	-4.3	-7
- O=C(N/N=C/c1cn(-c2cccs2)nc1-c1ccccc1)c1ccccc1Br
  22	-6	-1	121	4	9	-2.3	-2.0	-5
- CCOc1ccc(CNS(=O)(=O)c2ccc3c(c2)CC(=O)N3C)cc1
  14	5	0	103	-22	3	-2.1	-3.0	7
- CCOC(=O)C1(Cc2cccc(OC)c2)CCN(Cc2cnc(SC)nc2)CC1
  -8	-1	-5	105	-6	3	0.1	-1.0	-14
- NC(=O)COC(=O)c1c2c(nc3ccccc13)CCC2
  6	-2	-6	95	-3	-4	0.9	0.5	17
- Cc1ccc(-n2nc(C)c(C3(O)C(=O)N(C(C)C)c4ccccc43)c2N)cc1 (stereo not drawn)
  21	0	-9	106	-15	-1	-1.2	-2.7	10
- O=C(CN1C(=O)C2CC=CCC2C1=O)NC1=NCCS1 (stereo not drawn)
  0	8	2	94	-6	-7	-2.0	-3.7	-19
- CC(C)CNC(=S)N1CCN(C)CC1
  -17	-1	1	84	8	-8	-1.7	-1.0	22
- CN1CCN(C(=O)C2=C[C@@H](C(C)(C)C)C[C@@H](OCc3ccc(CO)cc3)O2)CC1
  10	-14	-1	78	-4	9	2.0	-1.7	11
- COc1ccc(Nc2nnc(SCC(=O)N3CCCC3)s2)cc1
  8	4	-4	·	-11	·	-3.1	-4.6	2
- CC(C)NC(=O)CSc1nnc(-c2ccco2)n1N
  16	-1	-1	106	-1	4	-3.3	-2.2	-6
- N/C(Cc1ccc(Cl)cc1Cl)=N\OC(=O)Cc1ccccc1
  34	-7	6	108	-1	9	-4.6	-2.5	-21

# (continued)
# Values run as follows: NALP1 yeast inh	PfM18AAP inh	NS3 helicase inh	MEKK2wt PB1 HTS	DNA FID counter	MEKK2mut PB1 HTS	VIM-2 inh	IMP-1 inhibitor	SUMO HTRF inh
- COc1ccc(Cl)cc1NC(=O)CN1C(=O)NC2(CCCC2)C1=O
  7	1	-9	105	-4	3	-0.7	-3.1	13
- O=C(NCN1CCCCC1)c1cccnc1
  -3	-3	4	96	-4	-5	-5.2	-4.0	12
- COc1ccc2cc(-c3[nH]ncc3CN3CCCN(c4ccccc4)CC3)ccc2c1
  8	-3	-70	128	8	12	-0.5	-0.8	24
- CCOC(=O)N1CCC(NC(=O)c2ccc(CS(=O)c3cccc(C)c3)o2)CC1 (stereo not drawn)
  -26	-7	5	99	-41	3	-1.0	-2.4	2
- CC(C)c1ccc(S(=O)(=O)N2CCN(CC(=O)c3ccc(O)c(O)c3)CC2)cc1
  7	67*	-2	92	-15	-2	1.0	-2.5	10
- O=C(CN1C(=O)c2ccccc2S1(=O)=O)NCc1ccc(F)cc1
  12	-6	-7	94	-2	-6	-0.8	-0.8	0
- N#CCc1ccc(C(=O)c2ccccc2F)s1
  26	-2	28	102	-5	3	-0.6	1.5	17
- C[n+]1c2n(c3ccccc31)N=C(c1cc(C(C)(C)C)c(O)c(C(C)(C)C)c1)CS2
  5	4	-43	124	14	3	-1.1	0.9	1
- Cc1ccc(C)c(OCC(=O)N2CCOCC2)c1
  10	-6	-9	104	-4	2	-1.2	0.1	-18

# Screening data as filed in PubChem.

# Outcome played no part in choosing rows. Share with any hit: about 4.7%.
